XIAP displacement = XIAP antagonists, biochemical, IAP family, fluorescence polarization (AID 1018); XIAP BIR domain, fluorescence polarization peptide displacement; higher % means a stronger effect; displacement, % at 20 µM; hits with a dose series show IC50 in µM; 0.007% of 200,000 active; in the data active = displacement above about 50%; note: a part of the inactive calls stands beside numbers as strong as those of hits
PMI inhibition = human PMI inhibitors, high substrate, primary screen, biochemical, fluorescence intensity, high mannose 6-phosphate (AID 1220); recombinant PMI enzyme, coupled fluorescence intensity; higher % means a stronger effect; 0.66% of 190,000 active; inhibition, % at 20 µM; hits with a dose series show IC50 in µM
PMI inhibitors = MPI enzyme activity inhibition – biochemical, fluorescence intensity, coupled assay, primary screen (AID 1209). purified PMI enzyme, coupled fluorescence intensity; higher % means a stronger effect. inhibition, % at 20 µM; hits with a dose series show IC50 in µM. 0.42% of 190,000 active;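 note: plate controls were DMSO vehicle for no effect and wells lacking substrate for full effect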
TNAP activators = human TNAP enzyme activators, primary screen, biochemical, luminescent, no phosphate acceptor, uHTS (AID 1001) | purified TNAP, luminescent activation assay, no phosphate acceptor; higher activation fold means a stronger effect | 0.03% of 200,000 active | one-dose activation fold at 20 µM; EC50 in µM for titrated hits; in the data active = activation fold from about 3, or a potency from the dose series; inactive = the rest, 99 in 100 with activation fold below about 1.6; note: many of its hits are not listed in these tables
M1AAP inhibition = P. falciparum M1AAP inhibitors, biochemical, fluorogenic H-Leu-NHMec substrate, 1536-well (AID 1445); recombinant M1AAP, H-Leu-NHMec fluorogenic kinetic assay; higher % means a stronger effect; one-dose inhibition, % at 30 µM; IC50 in µM for titrated hits; 0.42% of 220,000 active;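 active = primary inhibition above the hit cutoff, then over 50% inhibition at one or more dose response concentrations, cut at about 23% in these data, passing the limit was not always enough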;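 note: plate controls were DMSO full reaction for no effect and no enzyme background for full effect; strong numbers were not always called active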
SIAH1 antagonists = blockers of Siah-1 interaction with plectin peptide – biochemical, fluorescence polarization, rhodamine-plectin, uHTS, primary screen (AID 1817); Siah-1 / rhodamine-plectin peptide fluorescence polarization; higher % means a stronger effect; displacement, % at 20 µM, or IC50 in µM where a hit was titrated; 0.02% of 290,000 active;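 active = displacement of at least 50% at 20 µM, with a fluorescence ratio check between 0.3 and a set limit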;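 note: plate controls were Siah plus tracer with DMSO for no effect and tracer alone without Siah for full effect; strong numbers were not always called active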
K1F lysis inhibition = protection from phage-mediated lysis, alamar blue read-out – E. coli UTI89, K1F phage, bacterial capsule biogenesis inhibitors (AID 488966). 0.02% of 340,000 active. E. coli UTI89 K1F phage lysis, alamar blue, 2 h; higher % means a stronger effect. inhibition, % at 100 µM; hits with a dose series show IC50 in µM;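 active = phage lysis inhibition, versus mean bacterial control, above a set limit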;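 note: capsule biogenesis inhibitors block K1F phage lysis so surviving cells raise fluorescence; higher fluorescence means more inhibition of phage lysis; actives were called in the ten point dose series up to 300 µM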
Lipid droplet = hepatic lipid droplet formation modulation. inhibition, % at 6.5 µM. AML12 mouse hepatocytes, oleate lipid droplets, BODIPY imaging. 0.4% of 240,000 active;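 active = lipid droplet intensity inhibited by at least 50%, with more than 500 cells counted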
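Technique: fluorescence imaging, 20x objective, two fields per well / Assay system: AML12 hepatocytes (mouse) / Measure: % inhibition of lipid droplet signal / Doses: 6.5 µM single-point dosing / Incubation: overnight exposure / Reagent: 100 µM oleic acid challenge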
M17LAP inhibition = P. falciparum M17LAP inhibitors, primary screen, biochemical, fluorogenic H-Leu-NHMec substrate, 1536-well (AID 1619). recombinant M17LAP, H-Leu-NHMec fluorogenic kinetic assay; higher % means a stronger effect. inhibition, % at 30 µM; hits with a dose series show IC50 in µM. 0.38% of 220,000 active;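 active = compound inhibiting the enzyme by more than half at any dose during confirmatory dose-response retesting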;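 note: plate controls were full reaction with DMSO carrier for no effect and no enzyme background for full effect; strong numbers were not always called active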
Lipid droplet cells 6.5 µM = recorded beside Lipid droplet, whose call it bears; cell count; measured here: cell count, cytotoxicity flag;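 cells counted across two imaged fields per well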
Numbers without * were called inactive; . = no result given; & = joins results of further samples; [ ] = remark or other dose. Cut-off read from the data, not from the text of the source, unless noted: active = inhibition above about 50%; inactive = the rest.

SMILES | XIAP displacement | PMI inhibition | PMI inhibitors | TNAP activators | M1AAP inhibition | SIAH1 antagonists | K1F lysis inhibition | Lipid droplet | Lipid droplet cells 6.5 µM | M17LAP inhibition
CCOC(=O)c1c(NC(=S)Nc2ccc(F)cc2)sc2c1CCC2 | -2.1% | -4% | -6% | 1.1 | 2% | 7% | -0.1% | 4 | 822 | 6%
Cc1ccc(NC(=O)Nc2cc(C)on2)cc1 | -10% | 9% | 1% | 1.1 | -4% | 4% | 0.3% | -3 | 711 | 18%
Cc1occc1C(=O)N/N=C/C1=C(N2CCOCC2)C(=C\c2ccc(Cl)cc2Cl)/CC1 | -6.1% | -3% | -3% | 1 | 9% | 8% | 0.1% | 19 | 664 | 22%
Cc1c(/C=N/NC(=O)CNc2ccccc2)c2ccccn2c1C(=O)c1ccc(Cl)cc1 | -4.8% | 5% | 8% | 1 | 10% | -1% | 0.8%[50 µM] | -6 | 527 | 4%
S=C(Nc1ccc(Cl)c(Cl)c1)NC1CCCCC1 | -7.2% | 5% | 6% | 1.1 | 2% | -2% | 1.6% | -58 | 544 | -2%
Cc1ccc(C(=O)OCC(=O)Nc2ccc(S(N)(=O)=O)cc2)c(O)c1 | . | . | . | . | 2% | 3% | 0.2% | 1 | 769 | 11%
CC(C)C[C@H](NC(=O)c1nc[nH]c1C(=O)N1CCN(C(=O)OC(C)(C)C)CC1)C(=O)OCc1ccccc1 | -1.0% | 8% | 17% | 1 | -15% | 11% | 3.9% | 11 | 664 | -7%
Cc1c(Cl)ccc2c(C(=O)NC(C)c3ccncc3)cc(-c3ccncc3)nc12 (stereo not given) | -6.2% | 5% | 1% | 1.1 | 22% | -4% | . | . | . | 17%
Cc1ccc(C(=O)C[n+]2cc(-c3ccccc3)n3c2CCCCC3)cc1 | 1.2%&-2.1% | -5%&0% | -11%&4% | 1.1&1.1 | 0%&0% | 5%&1% | 0.7%&0.2% | -54&-104 | 629&625 | 3%&1%
Cc1ccc(-c2nc3c(c(=O)c4ccccc4n3C)c(=O)n2Cc2ccco2)cc1 | . | . | . | . | 9% | 6% | -1.2% | -11 | 731 | -2%
COc1ccc2[nH]c(C(=O)NCCN3CCOCC3)cc2c1 | . | . | . | . | 9% | 13% | -1.0% | 6 | 758 | -7%
CS(=O)(=O)NCCSCc1ccccc1 | -2.0% | 8% | 13% | 1.1 | -4% | -4% | 0.0% | 2 | 731 | -1%
Cc1c(-n2cc(C(=O)c3cc(F)ccc3O)cc(C#N)c2=O)c(=O)n(-c2ccccc2)n1C | -1.3% | -16% | -19% | 1 | 3% | -5% | -0.6% | -2 | 754 | 8%
CC[C@H](CO)Nc1nc(Nc2cccc(Cl)c2)c2ncn(C(C)C)c2n1 | . | . | . | . | 3% | -5% | -0.9% | 14 | 656 | 16%
CC(=O)c1ccc(OC(=O)c2cc3ccccc3oc2=O)cc1 | 0.4% | 2% | 2% | 1 | 0% | -2% | . | 5 | 683 | -3%
CCCCCCc1nc2ccccc2c(=O)n1NC(=O)c1c(O)c2c(n(CC(C)C)c1=O)CCCC2 | -1.0% | -6% | 2% | 1.1 | 4% | -4% | 0.9% | . | . | 9%
Cc1cccc(N(CC(=O)Nc2c(C)n(C)n(-c3ccccc3)c2=O)S(C)(=O)=O)c1 | -2.2% | 4% | 4% | 1.1 | 6% | -6% | 0.7% | -24 | 656 | 4%
COc1cccc(NC(=O)Nc2ccccc2SC)c1 | -2.9% | 7% | 16% | 1.1 | 0% | 2% | 0.6% | -38 | 656 | 3%
COc1ccc(SCC(=O)Nc2ccccc2Cl)cc1 | -12% | 6% | 8% | 1.1 | 1% | -3% | 3.3% | -4 | 717 | 1%
Cc1ccc2nc(-c3cc(-c4ccccc4)no3)cn2c1 | . | . | . | . | 3% | 12% | -1.7% | -1 | 683 | 1%
CCOC(=O)CSc1nc(N)c2c3c(sc2n1)CCCC3 | -7.7% | 1% | 8% | 1.1 | 12% | 0% | -0.2% | . | . | -5%
O=C(NC(=S)Nc1ccc2oc(=O)ccc2c1)c1cc2ccccc2o1 | . | . | . | . | 12% | 18% | -1.7% | -26 | 690 | 12%
CCOC(=O)Cn1nc(CC)c2ccccc2c1=O | -3.4% | -11% | -11% | 1 | -2% | -7% | 4.6% | . | . | -11%
CCOc1ccc(C2CC(c3cccc(OC)c3)n3nc(N)nc3N2)cc1 (stereo not given) | -1.6% | 14% | 17% | 1.1 | -2% | 3% | 1.3% | -5 | 581 | -6%
N#CC1=C(O)CCCn2c1nc1ccccc1c2=O | 0.2% | 1% | -2% | 1.1 | 5% | 6% | 0.5%[50 µM] | . | . | 33%
CN(C)c1ccc(C(O)P(=O)(OC2CCCCC2)OC2CCCCC2)cc1 (stereo not given) | . | . | . | . | 0% | 1% | -1.9% | 12 | 666 | 8%
Cc1nc(-c2ccccc2)c(Cc2ccccc2O)c(=O)[nH]1 | . | . | . | . | 13% | 0% | 0.3% | -1 | 413 | 8%
CC1CCN(c2cc(N3CCN(C(=O)c4ccc(F)c(F)c4)CC3)c([N+](=O)[O-])cc2F)CC1 | -5.7% | 6% | 14% | 1.1 | -1% | 5% | 2.3% | -4 | 522 | 9%
CCC1C/C(=C/c2ccco2)C(=O)/C(=C/c2ccco2)C1 (stereo not given) | -0.6% | -27% | -16% | 1 | 11% | 16% | . | 4 | 709 | 36%
NC(Cc1ccc2nonc2c1)C(=O)O (stereo not given) | 1.7% | -19% | -14% | 1.1 | -2% | -2% | 0.8% | . | . | -6%
CN(C(=O)CCc1nnc(Cc2ccc(-c3ccccc3)cc2)o1)C1CCOCC1 | -2.5% | 11% | 2% | 1.1 | 2% | 5% | 0.0% | 11 | 714 | 2%
COc1ccc(C(C)C)cc1S(=O)(=O)N1CCN(c2ccccc2)CC1 | 8.5% | 7% | 10% | 1 | -3% | 1% | 0.2% | -16 | 717 | 3%
CC(C)CC(=O)N1CCC(O)(CS(=O)(=O)c2ccc(Cl)c(Cl)c2)CC1 | -1.1% | -2% | -15% | 1.1 | -4% | 3% | 0.2% | . | . | 7%
Cc1ccc(CN2CCN(Cc3c(C)nn(C(C)C)c3C)CC2CCO)o1 (stereo not given) | -3.3% | -2% | 0% | 1.1 | 7% | -1% | -0.1% | 5 | 717 | 6%
Cc1nc2ccccn2c1C(=O)N/N=C/c1ccccc1[N+](=O)[O-] | -1.4% | -2% | 3% | 1 | 9% | -1% | 0.2% | . | . | 1%
COc1ccc(S(N)(=O)=O)cc1C(=O)NCCCN1CCN(c2cccc(Cl)c2)CC1 | 0.6% | -8% | -6% | 1.1 | -1% | -1% | 2.8% | . | . | 7%
Cc1cc(=O)[nH]c(S)c1C#N | . | . | . | . | -1% | -1% | . | 11 | 673 | 11%
CCOc1cccc(-c2cc(=O)[nH][nH]2)c1 | -9.7% | 5% | -3% | 1.1 | -7% | -3% | 0.3% | -17 | 754 | 1.2µM*
CC(C)CNC(=O)c1ccccc1NC(=O)CSCc1ccccc1 | -5.1% | -13% | -13% | 1 | -1% | -6% | 12% | 9 | 757 | 1%
C=CCn1c(C(C)NC(=O)c2ccccc2)n[nH]c1=S (stereo not given) | -3.0% | -1% | 1% | 1.1 | -4% | 2% | 1.9% | . | . | 7%
COCc1c(C(=O)NC2CCCCCC2)oc2ccccc12 | -4.5% | 6% | 8% | 1 | 8% | -4% | 0.0% | -1 | 693 | 4%
COc1ccccc1CNC(=O)c1cccc2c1C(=O)N(Cc1cccnc1)C2 | -6.2% | -3% | -5% | 1 | -1% | -3% | -0.2% | 0 | 768 | 5%
CNC(=S)NNC(=O)c1cccn(Cc2cccc(Cl)c2)c1=O | -2.3% | -3% | -2% | 1.8 | 10% | -1% | 0.9% | . | . | -34%
CCO[C@H]1OC(C(N)=O)=C[C@@H](c2ccc(Br)cc2)[C@@H]1CCCO | -6.4% | 6% | 6% | 1 | 5% | -2% | 0.3% | 7 | 693 | -3%
O=c1[nH]c(-c2cccnc2)nc2ccccc12 | 0.1% | 3% | 7% | 1.1 | 6% | 0% | -0.6% | 10 | 727 | 10%
Cc1ccc(-c2nn(CCC(=O)O)cc2CCC(=O)O)cc1 | -6.3% | -8% | 2% | 1.2 | 2% | 7% | 4.2% | . | . | 9%
C/C(=N/OC(=O)CC(C)C)c1cc(-c2ccc(Cl)cc2)no1 | -1.9% | -13% | -10% | 1.2 | 2% | 15% | 0.2% | 9 | 657 | -2%
C=CCN1C(=O)/C(=C2/Sc3ccccc3N2C)SC1=Nc1ccccc1C | -14% | 0% | 8% | 1 | -1% | 2% | 0.1% | 24 | 800 | -4%
COC(=O)CN(C#N)c1nc(SC)nc(N(C)C)n1 | -3.7% | -8% | -2% | 1.1 | 1% | 0% | 1.6% | 3 | 760 | 1%
COc1cccc(NC2=C(C#N)C(=O)NC(c3cccc(OC)c3O)S2)c1 (stereo not given) | . | . | . | . | 2% | 14% | 2.1% | 13 | 716 | -1%
COc1ccc2nc3sc(C(=O)NCCN4CCc5ccccc5C4)cc3cc2c1 | -18% | 12% | -8% | 1.1 | 2% | -6% | 0.0% | -3 | 687 | 18%
NCC(=O)Nc1ccc(Cl)cc1C(=O)c1ccc[nH]1 | . | . | . | . | -6% | -3% | 0.1% | 21 | 836 | 6%
CN(C)C(=O)CN1C(=O)C2CC=C(Cl)CC2C1=O (stereo not given) | -14% | 8% | 8% | 1.1 | -3% | -1% | -0.2% | . | . | -3%
C=CCNC(=O)c1ccc(-c2nc(-c3ccc(Cl)c(Cl)c3)cs2)cc1 | -2.7% | 3% | -6% | 1.2 | 9% | 16% | 0.4% | . | . | -8%
O=C(COC(=O)CCc1nc2ccccc2s1)Nc1cccc(S(=O)(=O)N2CCOCC2)c1 | -5.8% | -4% | -5% | 1.1 | 9% | -2% | -0.3% | 26 | 766 | 7%
CC(C)COc1ccc(C(=O)NC(Cc2c[nH]c3ccccc23)C(=O)NN)cc1 (stereo not given) | . | . | . | . | 1% | 4% | 0.9% | 27 | 714 | -4%

Quoted at random: 3 records from the list
SMILES | XIAP displacement | PMI inhibition | PMI inhibitors | TNAP activators | M1AAP inhibition | SIAH1 antagonists | K1F lysis inhibition | Lipid droplet | Lipid droplet cells 6.5 µM | M17LAP inhibition
CCCCCCc1nc2ccccc2c(=O)n1NC(=O)c1c(O)c2c(n(CC(C)C)c1=O)CCCC2 | -1.0% | -6% | 2% | 1.1 | 4% | -4% | 0.9% | . | . | 9%
COc1ccccc1CNC(=O)c1cccc2c1C(=O)N(Cc1cccnc1)C2 | -6.2% | -3% | -5% | 1 | -1% | -3% | -0.2% | 0 | 768 | 5%
Cc1ccc(C(=O)OCC(=O)Nc2ccc(S(N)(=O)=O)cc2)c(O)c1 | . | . | . | . | 2% | 3% | 0.2% | 1 | 769 | 11%
